Compound activity (PubChem)
RmlC RmlD mix: mixture blocks RmlC and RmlD coupled enzyme activity; RmlC/RmlD coupled enzyme inhibition, 384-well mixture HTS; inhibition, % at 5.5 µM; 0.39% of 110,000 active; in the data active = inhibition above about 30%, passing the limit was not always enough; note: strong numbers were not always called active
RT RNaseH block: blocks HIV-1 RNase H cleavage of RNA/DNA duplex | RT-RNase H RNA/DNA duplex cleavage, fluorescence | inhibition, % at 10 µM | AID 565 | P04585 | 1.9% of 65,000 active; in the data active = inhibition above about 50%
* hit, by the source's call. An excerpt; count on the stated rates, not on these rows.

What do the screens show for `N#C/C(=C\c1ccco1)Sc1nc2ccccc2s1`?
RmlC RmlD mix: -10; RT RNaseH block: -53

Results for O=C(C1CCCN(S(=O)(=O)c2ccccc2)C1)N1CCN(c2ncccn2)CC1 (centres undefined) ?
RmlC RmlD mix: -12; RT RNaseH block: -10

How did COC(=O)c1ccccc1NC(=O)N1CCN(C(=O)c2ccco2)CC1 do in these assays?
RT RNaseH block: -22

How did CCn1c(SCc2nc3ccccc3s2)nnc1-c1ccccc1 do in these assays?
RmlC RmlD mix: 6

Results for C=CCn1c(O)c(C(C)=NCCC2=CCCCC2)c(=O)[nH]c1=O ?
RmlC RmlD mix: -7

Results for O=C(Oc1cccc2ccccc12)c1ccco1 ?
RmlC RmlD mix: 29; RT RNaseH block: -11

How did Cc1ccc(N2CC(C(=O)N3CCc4ccccc43)CC2=O)cc1 (centres undefined) do in these assays?
RmlC RmlD mix: -14; RT RNaseH block: -3

Results for c1ccn2c(Cc3nnc4ccccn34)nnc2c1 ?
RmlC RmlD mix: -8; RT RNaseH block: -2

What do the screens show for `CC(=O)N=c1cccc(NC(C)=O)n1O`?
RmlC RmlD mix: 12; RT RNaseH block: -2

Results for CCOc1ccc(N(CC(=O)NCC2CCCO2)S(=O)(=O)c2ccc(SC)cc2)cc1 (centres undefined) ?
RmlC RmlD mix: 0

What do the screens show for `Cc1cc([N+](=O)[O-])nn1CC(=O)N1CCc2ccccc2C1`?
RmlC RmlD mix: 6

How did O=C(CSc1cn(Cc2ccccc2)c2ccccc12)NCc1ccc(F)cc1 do in these assays?
RmlC RmlD mix: -6

Results for CC1CCCN(C(=O)C2CCN(CC3CC=CCC3)CC2)C1 (centres undefined) ?
RmlC RmlD mix: 5; RT RNaseH block: -6

What do the screens show for `CCOC(=O)N1CCN(C(=O)C2CCCCC2)CC1`?
RmlC RmlD mix: 7

Results for CCN(CCO)C1CC(=O)N(c2ccccc2C)C1=O (centres undefined) ?
RmlC RmlD mix: -10; RT RNaseH block: 49

Five neighbouring entries out of the list so far, quoted:
Results for c1ccn2c(Cc3nnc4ccccn34)nnc2c1 ?
RmlC RmlD mix: -8; RT RNaseH block: -2

What do the screens show for `CC(=O)N=c1cccc(NC(C)=O)n1O`?
RmlC RmlD mix: 12; RT RNaseH block: -2

Results for CCOc1ccc(N(CC(=O)NCC2CCCO2)S(=O)(=O)c2ccc(SC)cc2)cc1 (centres undefined) ?
RmlC RmlD mix: 0

What do the screens show for `Cc1cc([N+](=O)[O-])nn1CC(=O)N1CCc2ccccc2C1`?
RmlC RmlD mix: 6

How did O=C(CSc1cn(Cc2ccccc2)c2ccccc12)NCc1ccc(F)cc1 do in these assays?
RmlC RmlD mix: -6

Following part.
Results for CN(C)S(=O)(=O)c1cccc(-c2nnc(SCc3ccc4c(c3)OCCO4)o2)c1 ?
RmlC RmlD mix: 49; RT RNaseH block: 2

Results for CCc1ccc2[nH]c(=O)c(CN(Cc3ccc(OC)cc3)Cc3nnnn3CCOC)cc2c1 ?
RmlC RmlD mix: 10; RT RNaseH block: -5

Results for CC(C)Oc1ccc(NC(=O)C2CCCNC2=O)cc1 (centres undefined) ?
RmlC RmlD mix: 0; RT RNaseH block: -3

How did CCCOC(=O)C1=C(C)NC2=C(C(=O)C(C(=O)OC)C(C)C2)C1c1ccc(N(C)C)cc1 (centres undefined) do in these assays?
RmlC RmlD mix: 5; RT RNaseH block: -5

What do the screens show for `CCCc1nc2ccccc2c(=O)n1-c1ccc(OC)cc1`?
RmlC RmlD mix: 3

How did CCCCn1c(-c2ccsc2)nc2c1c(=O)[nH]c(=O)n2CCC do in these assays?
RmlC RmlD mix: 4; RT RNaseH block: -26

Results for CC(C)(C)n1nnnc1C(c1cccs1)N1CCCC2(CCCCC2)C1 (centres undefined) ?
RmlC RmlD mix: -9; RT RNaseH block: -3

What do the screens show for `CCc1nnc(-n2nc(C)cc2-c2ccccc2)n1N`?
RmlC RmlD mix: -10; RT RNaseH block: -3

What do the screens show for `O=S1(=O)[C@H]2C[C@@H]3C=C[C@]2(CN1Cc1ccc(C(F)(F)F)cc1)O3`?
RmlC RmlD mix: -12

Results for COc1nnc(-c2ccc(N3CCCCC3)c(N)c2)c2ccccc12 ?
RmlC RmlD mix: 4; RT RNaseH block: -25

What do the screens show for `COc1cccc(-c2nc3n(n2)C(c2ccccc2Cl)C(C(N)=O)=C(C)N3)c1` (centres undefined)?
RmlC RmlD mix: 6; RT RNaseH block: -2

Results for CC1Cc2ccccc2N1C(=O)CSC1=NCCS1 (centres undefined) ?
RmlC RmlD mix: -10; RT RNaseH block: -16

How did CC(=O)c1ccc(NC(=O)C2CCCNC2=O)cc1 (centres undefined) do in these assays?
RmlC RmlD mix: 4; RT RNaseH block: -6

Results for Cc1c(Cl)cccc1NC(=O)CSc1ncnc2c1cnn2CCc1ccccc1 ?
RmlC RmlD mix: -10

What do the screens show for `COC(=O)c1ccc(NS(=O)(=O)c2ccc(OC)cc2)cc1`?
RmlC RmlD mix: -9; RT RNaseH block: -1

Results for Clc1ccccc1SCc1nc2ccccc2[nH]1 ?
RmlC RmlD mix: 6

Results for Cc1cccc(C)c1NC(=O)CSc1nc2ccccc2c(=O)[nH]1 ?
RmlC RmlD mix: 17

Results for O=C(Nc1ccc2c(c1)OCO2)NC1(C(F)(F)F)Oc2ccccc2O1 ?
RmlC RmlD mix: -6

What do the screens show for `Cc1nn(Cc2ccc(Cl)cc2)c2sc(C(=O)OCC(N)=O)cc12`?
RmlC RmlD mix: -15

Results for Cc1ccc(-c2nc3ncccn3c2NC2CCCC2)o1 ?
RmlC RmlD mix: 31; RT RNaseH block: -23

How did Cc1ccc(N(CC(=O)Nc2ccccc2C(=O)NCc2ccco2)S(=O)(=O)c2ccccc2)cc1C do in these assays?
RmlC RmlD mix: -18

Results for COc1cc(NC(=O)CN2C(=O)C(c3ccccc3)=NC2(C)C)cc(OC)c1 ?
RmlC RmlD mix: 4

What do the screens show for `COC(=O)c1cc(Br)c(=O)n(Cc2cccnc2)c1`?
RmlC RmlD mix: 6; RT RNaseH block: -5

What do the screens show for `COc1ccc(C2CC(=O)Nc3cc(C)c(C)cc32)c(OC)c1OC` (centres undefined)?
RmlC RmlD mix: 6

How did CC(C)NC(=O)COC(=O)c1ccc(NS(=O)(=O)c2ccc3c(c2)OCCO3)cc1 do in these assays?
RmlC RmlD mix: 10

How did Nc1sccc1C(=O)c1ccc(Cl)cc1 do in these assays?
RmlC RmlD mix: 8; RT RNaseH block: -17

What do the screens show for `Cc1ccc(NC(=O)c2ccc(CSc3nnnn3C)cc2)cc1`?
RmlC RmlD mix: -14

What do the screens show for `CCOc1ccccc1N1CCN(C(=O)C(Sc2ccccc2)c2ccccc2)CC1` (centres undefined)?
RmlC RmlD mix: -7

How did CCOC(=O)C1CSc2[nH]c(=O)sc2C1c1ccccc1 (centres undefined) do in these assays?
RmlC RmlD mix: 2; RT RNaseH block: 0

Results for Brc1ccc(NC2=Nc3ccccc3CC2)cc1 ?
RmlC RmlD mix: -6

How did Cc1nc(C)c(C(=O)NCc2ccccc2Cl)o1 do in these assays?
RmlC RmlD mix: 7; RT RNaseH block: 33

What do the screens show for `COc1ccc(C(C)=O)c(OC(=O)c2ccc(OC)c(OC)c2)c1`?
RmlC RmlD mix: 6; RT RNaseH block: -1

What do the screens show for `Cc1nnc2sc(-c3ccc(NC(=O)c4ccc(-c5ccc(Cl)cc5Cl)o4)cc3)nn12`?
RmlC RmlD mix: 20; RT RNaseH block: 50*

How did O=C(c1cccc(N2C(=O)C3CC=CCC3C2=O)c1)N1CCN(c2ccccc2)CC1 (centres undefined) do in these assays?
RT RNaseH block: 11

How did CCn1c(CC(=O)Nc2ccccc2F)nnc1SCC(=O)N1CCN(c2ccccc2)CC1 do in these assays?
RmlC RmlD mix: -18; RT RNaseH block: 6

Results for O=C(Oc1ccc(OC(=O)c2ccco2)c(S(=O)(=O)c2ccc(Br)cc2)c1)c1ccco1 ?
RmlC RmlD mix: 5

What do the screens show for `Cn1c(=O)c2cn(-c3ccc4c(c3)OCCO4)cc2n(C)c1=O`?
RmlC RmlD mix: -6; RT RNaseH block: -14

Results for Cn1c(=O)oc2cc(S(=O)(=O)N3CCCC(C(=O)NC4CCCc5ccccc54)C3)ccc21 (centres undefined) ?
RmlC RmlD mix: -13

Results for CCn1cc(C(=O)N2CC(C)CC(C)C2)c(=O)c2cc(S(=O)(=O)N3CCOCC3)ccc21 (centres undefined) ?
RmlC RmlD mix: 24; RT RNaseH block: 0

How did CC(C)CC(C(=O)Nc1oc(-c2ccccc2)c(-c2ccccc2)c1C#N)N1C(=O)c2ccccc2C1=O (centres undefined) do in these assays?
RmlC RmlD mix: -7

How did Cn1nnc2c(NCc3ccco3)nccc21 do in these assays?
RmlC RmlD mix: 20; RT RNaseH block: 5

Results for CC(NCc1ccccc1)C1COc2ccccc2O1 (centres undefined) ?
RmlC RmlD mix: 1

Results for CN(C)C(CNS(=O)(=O)c1ccc(F)cc1)c1cccnc1 (centres undefined) ?
RmlC RmlD mix: -3

How did O=S(=O)(c1ccc(F)cc1)N1CCN(Cc2ccccc2C(F)(F)F)CC1 do in these assays?
RmlC RmlD mix: 11; RT RNaseH block: -10

What do the screens show for `CCOC(=O)c1ccc(NC(=O)Nc2ccc3c(c2)OCCO3)cc1`?
RmlC RmlD mix: -17; RT RNaseH block: 3

How did COc1ccccc1NC(=O)c1ccc(CN2CCOCC2)cc1 do in these assays?
RmlC RmlD mix: -2; RT RNaseH block: 1

What do the screens show for `Cn1c(NC(=O)c2ccco2)c(-c2ccc(Cl)cc2)c(=O)c2ccccc21`?
RmlC RmlD mix: -3

What do the screens show for `O=C(c1ccsc1)N1CCN(C(=O)c2cccs2)CC1`?
RmlC RmlD mix: 12; RT RNaseH block: -1

Results for c1ccc(-n2ncc3c(N4CCCCC4)ncnc32)cc1 ?
RmlC RmlD mix: 75; RT RNaseH block: -16

How did CCOC(=O)C1=C[C@]2(CC)CCCN3CCc4c(n1c1ccccc41)[C@@H]32 do in these assays?
RmlC RmlD mix: -9; RT RNaseH block: -9

Results for CCn1c2ccccc2c2nnc(SCC(=O)Nc3ncccn3)nc21 ?
RmlC RmlD mix: 13; RT RNaseH block: -5

How did CCOC(=O)C1C(=O)CC(C)(O)C(C(=O)OCC)C1c1ccc(OC)cc1 (centres undefined) do in these assays?
RmlC RmlD mix: -8

What do the screens show for `O=C(Cn1ncc2c(=O)oc3ccccc3c21)Nc1nc2ccccc2s1`?
RmlC RmlD mix: 10; RT RNaseH block: 15

Results for CCN1CCN(CC(=O)N2c3ccccc3CC2C)CC1 (centres undefined) ?
RmlC RmlD mix: 8

How did CCn1c(SCc2ccc(C(=O)OC)o2)nnc1-c1c[nH]c2ccccc12 do in these assays?
RmlC RmlD mix: -8; RT RNaseH block: -6

Results for CCC(Sc1ncccn1)C(=O)Nc1cc(C)on1 (centres undefined) ?
RmlC RmlD mix: -4

How did Cc1cccc(CCNC(=O)CN(C)S(=O)(=O)c2ccc3c(c2)c(=O)n(C)c(=O)n3C)c1 do in these assays?
RmlC RmlD mix: -1; RT RNaseH block: -3

How did CC(=O)C1=C(O)C(=O)N(c2cccnc2)C1c1ccc(Cl)cc1 (centres undefined) do in these assays?
RmlC RmlD mix: -9

How did O=C(CCCn1cnc([N+](=O)[O-])n1)Nc1ccc(Cl)c(Cl)c1 do in these assays?
RmlC RmlD mix: 8

Results for Fc1cccc(Cl)c1CNCc1ccccc1Cl ?
RmlC RmlD mix: -5

How did CCOC(=O)N1CCN(c2c(N3CCN(c4cccc(C(F)(F)F)c4)CC3)c(=O)c2=O)CC1 do in these assays?
RmlC RmlD mix: -7; RT RNaseH block: 8

Results for CCS(=O)(=O)N1CCC(C(=O)NCc2cc(OC)ccc2OC)CC1 ?
RmlC RmlD mix: 7

What do the screens show for `Cc1ccc(-n2ncc3c(=O)[nH]c(SCC(=O)N4CCCc5ccccc54)nc32)cc1`?
RmlC RmlD mix: 4; RT RNaseH block: -36

Results for CCc1ccc(Cn2nnc(C(=O)NCc3ccccc3OC)c2N)cc1 ?
RmlC RmlD mix: 7; RT RNaseH block: 20

What do the screens show for `CCCCSc1nnc(-c2ccc(NC(C)=O)cc2)n1C`?
RT RNaseH block: -9

What do the screens show for `COCCCn1c(-c2ccsc2)nc2c1c(=O)[nH]c(=O)n2Cc1ccccc1`?
RmlC RmlD mix: -20; RT RNaseH block: -2

Results for OCCN(C=NC1=NN(c2cccc(C(F)(F)F)c2)CC1)CCO ?
RmlC RmlD mix: -6

What do the screens show for `CCC(C)NS(=O)(=O)c1ccc(OCC(=O)N2CCCCC2)cc1` (centres undefined)?
RmlC RmlD mix: -6

What do the screens show for `Cn1nnnc1SCC(=O)NCc1ccco1`?
RmlC RmlD mix: -4; RT RNaseH block: -1

What do the screens show for `CCOC(=O)Cn1c(=O)oc2cc(S(=O)(=O)N3CCn4c3nc3ccccc34)ccc21`?
RmlC RmlD mix: -18; RT RNaseH block: 0

Results for Cc1cc2c(c(=O)n1Cc1ccc3c(c1)OCO3)C(c1cccnc1)C(C#N)=C(N)O2 (centres undefined) ?
RmlC RmlD mix: 11; RT RNaseH block: -30

What do the screens show for `O=C(CSc1nc2ccccc2[nH]1)Nc1c(F)cccc1F`?
RmlC RmlD mix: -7

Results for CCCCOc1ccc(OCCCC)c2c1NC1(N2)C(=O)N(C(C)=O)c2ccccc21 ?
RmlC RmlD mix: 6; RT RNaseH block: 5

Results for CCOC(=O)C1(S(=O)(=O)c2ccc(Cl)cc2)CCN(Cc2ccc(C)cc2)CC1 ?
RmlC RmlD mix: 2

Results for C=CCNC(=O)c1ccc(Sc2ccc(C)cc2)c([N+](=O)[O-])c1 ?
RmlC RmlD mix: -4

What do the screens show for `CC(C)(C)c1ccc(OCC(=O)OCCNC(=O)c2cccnc2)cc1`?
RmlC RmlD mix: 8

Of the compounds above, 2 have a tert-butyl group.
Results for CC(C)(C)n1nnnc1C(c1cccs1)N1CCCC2(CCCCC2)C1 (centres undefined) ?
RmlC RmlD mix: -9; RT RNaseH block: -3

What do the screens show for `CC(C)(C)c1ccc(OCC(=O)OCCNC(=O)c2cccnc2)cc1`?
RmlC RmlD mix: 8
